OX1R antag-1: antagonists of human orexin 1 receptor (OX1R) | O43613 | OX1R-expressing cells, FRET antagonist read-out | inhibition, % at 6.6 µM | 330,000 tested, 1.8% active | AID 485270; in the data active = inhibition mostly above about 38%, no sharp cut-off; inactive = mostly below about 40%;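 also: 0% = agonist challenge alone and 100% = reference antagonist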
Target sequence (O43613 whole entry, looked up): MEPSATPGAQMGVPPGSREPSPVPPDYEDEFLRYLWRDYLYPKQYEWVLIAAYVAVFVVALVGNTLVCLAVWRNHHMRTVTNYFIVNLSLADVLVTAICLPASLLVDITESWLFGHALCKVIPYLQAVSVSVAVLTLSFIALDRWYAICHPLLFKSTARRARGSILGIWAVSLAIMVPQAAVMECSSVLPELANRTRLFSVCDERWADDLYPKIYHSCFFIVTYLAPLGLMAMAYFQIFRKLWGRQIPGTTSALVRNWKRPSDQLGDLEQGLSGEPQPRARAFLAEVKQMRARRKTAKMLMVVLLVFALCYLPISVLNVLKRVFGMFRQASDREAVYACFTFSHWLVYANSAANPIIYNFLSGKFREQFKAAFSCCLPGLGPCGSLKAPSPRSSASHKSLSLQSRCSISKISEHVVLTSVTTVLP
OX1R antag-2: human HCRTR1 antagonism; O43613; CHO/OX1R cells, Fluo-8 calcium fluorescence, orexin A; inhibition, % at 5 µM; 330,000 tested, 0.43% active; AID 434989;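 active = inhibition above its plate's threshold, mean inhibition of all tested compounds on the plate plus 3 SD, cut at about 37% in these data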;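 also: 0% = orexin A challenge wells and 100% = SB-334867-A antagonist wells; not every result past the cut was called active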
The depositor's hits bear a star. This is a random part of the collection. Share with any hit: about 2%.

SMILES	OX1R antag-1	OX1R antag-2
Cc1cc(C)nc(NC(=NCCc2c[nH]c3ccccc23)NC(=O)Nc2ccc(Cl)cc2)n1	15	-10
CCN1C(=O)[C@@H]2[C@@H](c3ccc(-c4ccc5c(c4)OCO5)c(OC)c3)N3CCCC[C@@]3(C(=O)OC)[C@@H]2C1=O	22	-28
O=C(NC(=O)N1CCCc2ccccc21)c1ccccc1	11	-5
CCc1ccc(N(CC(=O)Nc2nc3ccc(C)cc3s2)S(=O)(=O)c2c(C)noc2C)cc1	9	-20
O=C(NCc1cccnc1)c1c(F)c(F)c(F)c(F)c1F	2	-4
Cc1ccc(C)c(OCCCCN2CCCCC2)c1	0	-15
N#Cc1ccc(C23CC4(C2)[C@H](CN(Cc2ccc(-c5ccccc5)cc2)[C@@H]4c2ccccc2)C3c2ccccc2)cc1 (stereo partly specified)	44	-13
O=C(O)COc1ccccc1/C=N/NC(=O)CSc1nc2ccccc2s1	19	1
CCOc1ccc2oc(C(=O)OCC(=O)NCc3ccc(OC)cc3)c(C)c2c1	12	-15
Nc1c(C(=O)NCC2CCCO2)c2nc3ccccc3nc2n1-c1ccccc1 (stereo unspecified)	51	-17
O=C(NCCCN1CCCC1=O)c1ccccc1NS(=O)(=O)c1ccc(Br)cc1	11	-5
CSC1=NCCN1C(=O)c1ccco1	12	3
Cc1ccc(N2CC(C(=O)Nc3ccc(S(=O)(=O)Nc4nccs4)cc3)CC2=O)cc1C (stereo unspecified)	2	-10
CN(CC(=O)Nc1ccc(N2CCOCC2)cc1)C(=O)CSc1ccc(Br)cc1	19	-18
O=CN1CCN(C(=O)c2cccc([N+](=O)[O-])c2)CC1	7	-16
Cc1ccc(CSCC(=O)NCCc2ccccc2)cc1	16	-15
O=C(NC1CCCCC1)C(c1ccc(F)cc1)N(Cc1ccco1)C(=O)c1ccccn1 (stereo unspecified)	15	-21
COC(=O)c1cccc(NC(=O)CN2CCc3ccccc3C2)c1	14	-19
CC(=O)c1ccc(S(=O)(=O)N2CCN(c3nc4c(C)c(C)ccc4cc3C#N)CC2)cc1	9	-6
CCOC(=O)c1sc(=NC(=O)c2ccco2)n(C)c1C	28	-15

Gathered by group: the compounds so far containing fluorine (two)
SMILES	OX1R antag-1	OX1R antag-2
O=C(NCc1cccnc1)c1c(F)c(F)c(F)c(F)c1F	2	-4
O=C(NC1CCCCC1)C(c1ccc(F)cc1)N(Cc1ccco1)C(=O)c1ccccn1 (stereo unspecified)	15	-21

(continued)
SMILES	OX1R antag-1	OX1R antag-2
S=C1NC2(CCCCC2)Nc2ccccc21	10	-19
CC1CCCCC1NC(=O)CCCn1c(=S)[nH]c2ccccc2c1=O (stereo unspecified)	1	-28
COC(=O)/C(=C\Nc1cccc(Cl)c1C)c1ncc(C(F)(F)F)cc1Cl	15	-31
O=C(COc1ccccc1)N1CCN(c2ccccc2)CC1	17	-13
CN1/C(=C\P(=O)(N(C)C)N(C)C)C(C)(C)c2ccccc21	25	77*
O=C(Nc1cc2c3c(c1)CC(=O)N3CCC2)C1CCCCC1	17	-27
CCOC(=O)C1CCN(C(=O)Cn2cnc3sc(C)c(S(=O)(=O)N4CCCCC4)c3c2=O)CC1	12	-35
CSc1ccccc1C(=O)N1CCc2ccccc2C1	29	-16
CC(=O)OCCOCn1cnn2c(=O)c(Br)c(C)nc12	10	-1
CCOC(=O)CSc1nc2sc3c(c2c(=O)n1C1CCCCC1)CCN(C)C3	19	-48
CCCCc1cc(=O)oc2c(C)c(OCC(=O)NCC3CCC(C(=O)O)CC3)ccc12 (stereo unspecified)	9	-14
O=C(NCCC1=CCCCC1)c1cccc2c1C(=O)N(C1CCCCC1)C2	10	-35
CCOC(=O)c1[nH]c2ccccc2c1NC(=O)C1CCCC1	13	-24
CCN(CC)CCCNc1nc2ccccc2[nH]1	11	-6
Cc1ccc(/C=N/NC(=O)c2ccc3ccccc3c2)s1	7	-12
O=C(c1ccccc1C(=O)N1CCN(c2ccc(F)cc2)CC1)N1CCN(c2ccc(F)cc2)CC1	14	-32
CCCCCc1nnc(NC(=O)C2=COCCO2)s1	22	-8
CC(C)n1cc(-c2nc(C(=O)NN)cs2)c(=O)n(Cc2ccccc2)c1=O	20	-8
O=C(NCc1ccc(Cl)cc1)c1ccc(CS(=O)Cc2cccc(Cl)c2)o1 (stereo unspecified)	13	-35
CCOC(=O)CNS(=O)(=O)c1c(C)noc1C	11	10
Cc1[nH]nc(N=CC2=C(O)CC(C)(C)CC2=O)c1-c1ccccc1	12	-8
CC(=O)Nc1ccc(Cc2ccncc2)cc1	16	-13
CC1=C(C(N)=O)C(c2ccc(F)cc2)n2nc(CCCO)nc2N1 (stereo unspecified)	8	-10
CCC1(C)OCC(Cn2c3ccccc3c3ccccc32)O1 (stereo unspecified)	11	-40
CCOCCCNCc1cccc(OC)c1	2	2
Cc1nn(CCC(=O)NNC(=S)Nc2ccc(F)cc2)c(C)c1[N+](=O)[O-]	7	-14
CS(=O)(=O)NN1C(=O)c2ccccc2NC1c1cc2ccccc2nc1Cl (stereo unspecified)	16	-13
CCC1=NN(C(=O)C(=O)Nc2ccccc2OC)C(O)(C(F)(F)F)C1 (stereo unspecified)	40	3
COC(C[C@H]1O[C@@H]1[C@H](O)COCc1ccccc1)OC	0	-2
O=S(=O)(c1ccc(F)cc1)N1CCCNCC1	-2	-5
CC(CC(=O)N(C)C1CCCCC1)S(=O)(=O)c1ccc2c(c1)NC(=O)CO2 (stereo unspecified)	4	-15
COc1ccc(/C=C2/SC(=S)N(CCCC(=O)Nc3ccc(O)cc3)C2=O)cc1OC	54*	-11
COc1ccccc1C(=O)Nc1nnc(SCC(=O)NCC2CCCO2)s1 (stereo unspecified)	23	-7
CCOc1ccc2nc(SCC(=O)Nc3cccc(S(=O)(=O)NC4=NCCCCC4)c3)[nH]c2c1	36	-22
CC1=C(C(=O)OCC2CCCO2)C(c2ccccc2)NC(=O)N1 (stereo unspecified)	11	-14
Cn1c(=O)c2c(nc(SCC(=O)NCc3ccc4c(c3)OCO4)n2Cc2ccccc2)n(C)c1=O	21	-9
C=CCN1C=C2C(=O)C(C)(OC(=O)c3cnc4ccccc4n3)C(=O)C=C2C=C1/C=C/COC (stereo unspecified)	57	-7
Cc1ccc(/C=C/C(=O)OCC(=O)NC(=O)NCc2ccccc2)cc1	7	-17
CCCNC(=O)c1cc(-c2ccco2)on1	1	0
CC(=O)N1c2ccc(S(=O)(=O)NCC3CCC(C(=O)N4CCC(C)CC4)CC3)cc2CC1C (stereo unspecified)	22	-31
Cc1ccccc1NS(=O)(=O)c1ccc(C(=O)NCC(c2ccco2)N2CCCCC2)cc1 (stereo unspecified)	6	-7
COc1ccccc1NC(=O)COc1ccc(Br)cc1CNC1CCCC1	12	-11
CC(C)CCN1CCNC(=O)C1CC(=O)Nc1ccc(F)cc1 (stereo unspecified)	3	-20
CCCCCn1c(SCC(=O)CC(=O)OCC)nc2cc(C(=O)N3CCC(C(N)=O)CC3)ccc2c1=O	23	-22
CCCCOc1ccc(CNC(=O)NS(=O)(=O)c2ccc(OCC)cc2)cc1	13	-23
COc1ccc(C2=NN(C(C#N)c3ccc(OC)c(OC)c3)C(c3ccccc3)C2)cc1 (stereo unspecified)	7	-32
CCN(C(=O)c1ccc2c(c1)OCO2)C12CC3CC(CC(C3)C1)C2	7	-8
Cc1cc2c(=O)[nH]c(Cc3ccccc3)nc2s1	2	-14
O=C(Nc1ccccc1)Nc1c(F)cccc1F	8	3
COCCn1c(=S)[nH]c2cc(C(=O)NCC3CCCO3)ccc2c1=O (stereo unspecified)	5	-10
O=C(Nc1ccccc1)O/N=C/c1ccncc1	7	-11
Cc1cc(Cl)c(Cl)cc1S(=O)(=O)NCCCn1ccnc1	7	-25
Cc1cccc(/C(N)=N/OC(=O)COc2ccc(Cl)cc2)c1	4	-4
COc1ccccc1CNC(=O)C/C(C)=N/NC(=O)Cc1ccc(OC)c(OC)c1	25	-5
Cc1cc(C)c(OCC(=O)N(Cc2cccs2)C2CCS(=O)(=O)C2)c(C)c1 (stereo unspecified)	8	-11
CN(c1ccc(F)cc1)S(=O)(=O)c1ccc(Cl)c(C(=O)NCc2ccco2)c1	10	-6
Cc1nc(NC(=O)CN2CCOCC2)sc1-c1ccccc1	25	-24
CCOC(=O)Nc1ccc(NC(=O)c2c(OC)cccc2OC)cc1	36	-30
CC(C)C1N=C(c2ccc3c(c2)OCO3)CC(c2ccccc2O)N1 (stereo unspecified)	15	-26
CCCn1c(N2CCN(Cc3ccc(Cl)cc3)CC2)nc2ccccc21	12	-51
(more compounds)
SMILES	OX1R antag-1	OX1R antag-2
CCOC(=O)c1c(S(=O)(=O)N2CCCC(C(=O)Nc3ccc(C)cn3)C2)c(C)n(C)c1C (stereo unspecified)	16	-19
COc1ccc(-c2nnc(SCC(=O)NCc3cccs3)n2C)cc1	14	-4
C=CCn1c(Cn2nnc3ccccc32)nnc1SCC(=O)N/N=C/c1cc(Br)cc(OC)c1O	29	-33
Cc1cc(NCCN2CCOCC2)n2ncc(-c3ccccc3)c2n1	17	-19
O=C(O)/C=C/C(=O)Nc1nc(-c2ccc3ccccc3c2)cs1	8	-9
Cc1ccc(NC(=O)CCC(=O)c2ccc(F)cc2)cc1Cl	22	-3
COC(C(=O)Nc1c(F)cccc1F)c1ccccc1 (stereo unspecified)	19	-2
Cc1cc(NC(=O)COc2ccc3ccccc3c2)no1	5	-9
O=C(Nc1cccc(Cl)c1)OCc1cncs1	8	-23
Oc1ccccc1/C=N/[n+]1ccccc1	16	1
N#Cc1ccc(S(=O)(=O)N2CCN(Cc3cccs3)CC2)cc1	1	-6
CCCNC(=O)c1cn(CC)c2cc(N3CCN(C)CC3)c(F)cc2c1=O	45	-9
O=C(NC1(C(F)(F)F)NC(=O)N(c2ccc(F)cc2)C1=O)c1ccncc1 (stereo unspecified)	15	-2
CCS(=O)(=O)N1CCC(C(=O)N2CCN(Cc3ccccc3)CC2)CC1	12	-13
O=[N+]([O-])c1ccc(Cl)c(CN2CCSCC2)c1	18	-12
O=c1[nH]c(/C=C\c2ccc(O)cc2)nc(O)c1[N+](=O)[O-]	47*	-12
COC(=O)c1ccc2c(=O)[nH]c(COC(=O)c3cccc(S(=O)(=O)N4CCOCC4)c3)nc2c1	12	-17
N#C/C(=C/c1ccc(CNC(=O)C(=O)Nc2cc(Cl)cc(Cl)c2)o1)C(=O)NCc1cccnc1	8	-1
O=c1c2ccccc2nc(COc2ccccc2)n1/N=C/c1ccc(O)cc1O	29	2
O=S(=O)(Nc1ccc(S(=O)(=O)N2CCCC2)cc1)c1ccc(F)cc1F	2	-14
O=C(c1ccccc1)N1N=C(c2ccccc2)CC1c1ccc2nccnc2c1 (stereo unspecified)	3	-31
Cc1ccc(OCC(=O)NNC(=O)C(=O)N2CCCC2)c(C)c1	11	9
COc1ccc(NC(=O)CN2CCN(S(=O)(=O)c3ccc(F)cc3)CC2)cc1Cl	22	-22
Cc1cc(C)c(C(=O)Nc2ccc(Br)c(C(F)(F)F)c2)c(C)c1	47	3
Cc1cc(C)c2cc(C(=O)N3CCN(c4ncccc4C(F)(F)F)CC3)[nH]c2c1	-5	-41
Cc1ccc(Cl)c(Cn2cnc3c(cnn3C(C)(C)C)c2=O)c1F	11	-19
O=C(NCc1ccco1)C(=O)c1cn(CC(=O)N2CCCCCC2)c2ccccc12	39	-28
COc1ccc(CN(C)CC(O)COC(c2ccccc2)c2ccccc2)c(OC)c1OC (stereo unspecified)	6	-24
C=CCn1c(SCC(=O)c2ccc(OC)cc2)nnc1-c1cc2cccc(OC)c2o1	37	-20
CCn1cc(C(=O)OCC(=O)NCc2ccc3c(c2)OCO3)c(=O)c2ccc(C)nc21	15	-14
CC(=O)c1ccc(NC(=S)NCc2ccco2)cc1	11	-7
CCOc1ccc(OCC)c(NC(=O)CCCN2C(=S)NC(C)(C)CC2C)c1 (stereo unspecified)	5	-12
Cc1cccc(OCC(=O)OCC(=O)N2CCN(C(=O)c3ccco3)CC2)c1C	17	-6

Grouped by structure, those above with an aryl methoxy group.
SMILES	OX1R antag-1	OX1R antag-2
CCN1C(=O)[C@@H]2[C@@H](c3ccc(-c4ccc5c(c4)OCO5)c(OC)c3)N3CCCC[C@@]3(C(=O)OC)[C@@H]2C1=O	22	-28
CCOc1ccc2oc(C(=O)OCC(=O)NCc3ccc(OC)cc3)c(C)c2c1	12	-15
CCOCCCNCc1cccc(OC)c1	2	2
CCC1=NN(C(=O)C(=O)Nc2ccccc2OC)C(O)(C(F)(F)F)C1 (stereo unspecified)	40	3
COc1ccc(/C=C2/SC(=S)N(CCCC(=O)Nc3ccc(O)cc3)C2=O)cc1OC	54*	-11
COc1ccccc1C(=O)Nc1nnc(SCC(=O)NCC2CCCO2)s1 (stereo unspecified)	23	-7
COc1ccccc1NC(=O)COc1ccc(Br)cc1CNC1CCCC1	12	-11
COc1ccc(C2=NN(C(C#N)c3ccc(OC)c(OC)c3)C(c3ccccc3)C2)cc1 (stereo unspecified)	7	-32
COc1ccccc1CNC(=O)C/C(C)=N/NC(=O)Cc1ccc(OC)c(OC)c1	25	-5
CCOC(=O)Nc1ccc(NC(=O)c2c(OC)cccc2OC)cc1	36	-30
COc1ccc(-c2nnc(SCC(=O)NCc3cccs3)n2C)cc1	14	-4
C=CCn1c(Cn2nnc3ccccc32)nnc1SCC(=O)N/N=C/c1cc(Br)cc(OC)c1O	29	-33
COc1ccc(NC(=O)CN2CCN(S(=O)(=O)c3ccc(F)cc3)CC2)cc1Cl	22	-22
COc1ccc(CN(C)CC(O)COC(c2ccccc2)c2ccccc2)c(OC)c1OC (stereo unspecified)	6	-24
C=CCn1c(SCC(=O)c2ccc(OC)cc2)nnc1-c1cc2cccc(OC)c2o1	37	-20
